Mito fusion yeast: inhibitors of mitochondrial division or activators of mitochondrial fusion | S. cerevisiae fusion-defective mutant growth rescue, CellTiterGlo 48 h | Potency, µM (highest dose often 46.1 µM), without a hit: at the top dose growth rescue (activation), usual class: activators | 320,000 compounds, 0.23% hits | AID 485298;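 further: potency means the concentration at half of the fitted maximal effect; % of control where 0% means no effect; nearly all actives have a fitted effect of over 45% in size; temperature-sensitive fusion mutants such as fzo1-1 at 37 °C on non-fermentable ethanol glycerol medium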
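Compounds are tested for their ability to restore growth of mitochondrial fusion-defective yeast strains at non-permissive 37C in YPEG medium over 48 hours. Viability is quantified by luciferase luminescence.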
BCR signal inh: inhibitors of chronic active B-cell receptor signaling. ABC-DLBCL IkBa-CBG/CBR reporter, luminescence ratio, 4 h. Potency, µM (titrated, usually from 46.1 µM), inactives show top-dose ratio change, negative = lower green/red ratio, usual class: inhibitors. 340,000 compounds, 0.05% hits. AID 493014; active means well fitted inhibition curve with a large enough effect in the signal ratio, with a control signal flat, not every such curve was filed as active; inconclusive means small, poorly fitted or top-dose-only effect, or effect the other way, or a change in a side signal; the % refers to the signal ratio;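 further: potency means the concentration at half of the fitted maximal effect; plate controls were basal doxycycline-induced cells for no effect and cells given 10 µM MG132 for full effect; MG132 reads +100%, hits lower the ratio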
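Concentration-response series (up to 46 uM) were applied to TMD8 dual-reporter cells for 4 h at 37C with doxycycline. Green/red ratio, after filter-overlap correction, defined %Activity; red signal alone was normalised to basal cells and zero luminescence.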
MBNL1-CUG inh: inhibitors of human MBNL1 binding to CUG repeat RNA; Q9NR56; TR-FRET MBNL1-His/biotin-(CUG)12 binding, 665/545 ratio; Potency, µM (top dose mostly 57.5 µM), for the others: top-dose activity change, negative = inhibition, usual class: inhibitors; 280,000 compounds, 0.036% hits; AID 2675; active means well fitted inhibition curve with a large enough effect in the signal ratio, with a control signal flat, not every such curve was filed as active; inconclusive means small, poorly fitted or top-dose-only effect, or effect the other way, or a change in a side signal; inactive means no such curve, though single readings can be large or run the other way; the % refers to the signal ratio; further: potency means the concentration at half of the fitted maximal effect; on the % scale 0 is the no-effect control and ±100 the full control effect
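Compounds (final 92 nM to 58 uM) are added to His-tagged MBNL1 and biotin-(CUG)12, then terbium anti-His antibody and streptavidin-XL665 (5 nM final). After 60 min at room temperature, the 665/545 nm ratio is read.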
PKM2 act: activators of human pyruvate kinase M2; P14618; purified PKM2, Kinase-Glo ATP luminescence, activation; response scale: 0% is enzyme alone, no compound; Potency, µM (top dose mostly 57.5 µM), for the others: top-dose activation, actives largely listed as activators; 260,000 compounds, 0.34% hits; further: potency means the concentration at half of the fitted maximal effect; on the % scale 0 is the no-effect control and ±100 the full control effect; nearly all actives have a fitted effect of over 55% in size
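Kinase-Glo luminescence reports ATP generated from ADP (0.1 mM) and PEP (0.5 mM) by purified hPK-M2 after 1 h at room temperature, pH 7.2 imidazole buffer; intermediate enzyme activity allows detecting inhibitors and activators.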
KCNH2 WT inh: KCNH2 (human, wildtype) channel inhibition; Q12809; U2OS, BacMam KCNH2, thallium flux FluxOr; hits give low values; activity change, % at 1.84 µM; 340,000 compounds, 0.37% hits;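 active means maximum activity change below -70%; inconclusive means maximum activity change between -70% and -50%; inactive means maximum activity change above -50%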; further: on the % scale 0 is the no-effect control and ±100 the full control effect
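U2OS cells transduced with wild-type KCNH2 virus are loaded with FluxOr dye for 45 min, and thallium flux is measured in kinetic reads before and after stimulation buffer. Rate constants are normalized to DMSO controls.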
USP2a block: blocks human ubiquitin-specific protease USP2a; USP2 core, Ub-CHOP2 coupled fluorogenic reporter, 485/531; 330,000 compounds, 0.01% hits; Potency, µM (highest dose often 38.3 µM), for inactives: at the top dose activity change, negative = inhibition, hits mostly inhibitors;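 further: potency means the concentration at half of the fitted maximal effect; plate controls were DMSO wells for no effect and full inhibition by NEM control for full effect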
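USP2 core (10nM final) preincubated 30min RT with compound in 20mM Tris-HCl pH 8.0, 2mM CaCl2, 2mM beta-mercaptoethanol, 0.05% CHAPS; 25nM Ub-CHOP2 plus 25nM reporter substrate added, fluorescence (Ex485/Em531) read after 60min.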
GALK inh: blocks human galactokinase activity | Purified GALK, Kinase-Glo residual ATP luminescence | Potency, µM (top dose mostly 57.5 µM), for inactives: at the highest dose activity change, negative = inhibition, actives largely listed as inhibitors | 270,000 compounds, 0.007% hits; further: potency means the concentration at half of the fitted maximal effect; on the % scale 0 is the no-effect control and ±100 the full control effect
Target sequence (P51570 whole entry, looked up): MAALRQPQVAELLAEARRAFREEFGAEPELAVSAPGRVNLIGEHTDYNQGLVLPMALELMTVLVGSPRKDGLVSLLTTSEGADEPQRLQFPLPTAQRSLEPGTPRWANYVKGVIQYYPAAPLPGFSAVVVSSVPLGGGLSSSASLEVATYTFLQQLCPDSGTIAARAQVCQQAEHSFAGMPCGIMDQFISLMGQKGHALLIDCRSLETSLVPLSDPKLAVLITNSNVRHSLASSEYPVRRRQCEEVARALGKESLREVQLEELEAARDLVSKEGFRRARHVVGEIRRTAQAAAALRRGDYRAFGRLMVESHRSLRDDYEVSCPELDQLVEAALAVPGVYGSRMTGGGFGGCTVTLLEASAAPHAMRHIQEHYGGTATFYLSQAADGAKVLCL
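The enzyme phosphorylates galactose (100 uM) using ATP (35 uM); inhibition is detected as higher residual ATP, quantified by bioluminescence after 1 h reaction at room temperature, pH 8.0.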
Menin-MLL TR inh: inhibitors of human menin-MLL interaction, mutant MLL peptide | 270,000 compounds, 0.23% hits | Menin + Texas Red MLL mutant peptide, fluorescence polarization | Potency, µM (doses to about 61.6 µM), without a hit: at the highest dose FP activity change, negative = inhibition, usual class: inhibitors | O00255; active means well fitted inhibition curve with a large enough effect in the polarisation, with a control signal flat, not every such curve was filed as active; inconclusive means small, poorly fitted or top-dose-only effect, or effect the other way, or a change in a side signal; inactive means no such curve, though single readings can be large or run the other way; the % refers to the polarisation; further: potency means the concentration at half of the fitted maximal effect; % of control where 0% means no effect; many of its hits are not listed in these tables
Target sequence (O00255 whole entry, looked up): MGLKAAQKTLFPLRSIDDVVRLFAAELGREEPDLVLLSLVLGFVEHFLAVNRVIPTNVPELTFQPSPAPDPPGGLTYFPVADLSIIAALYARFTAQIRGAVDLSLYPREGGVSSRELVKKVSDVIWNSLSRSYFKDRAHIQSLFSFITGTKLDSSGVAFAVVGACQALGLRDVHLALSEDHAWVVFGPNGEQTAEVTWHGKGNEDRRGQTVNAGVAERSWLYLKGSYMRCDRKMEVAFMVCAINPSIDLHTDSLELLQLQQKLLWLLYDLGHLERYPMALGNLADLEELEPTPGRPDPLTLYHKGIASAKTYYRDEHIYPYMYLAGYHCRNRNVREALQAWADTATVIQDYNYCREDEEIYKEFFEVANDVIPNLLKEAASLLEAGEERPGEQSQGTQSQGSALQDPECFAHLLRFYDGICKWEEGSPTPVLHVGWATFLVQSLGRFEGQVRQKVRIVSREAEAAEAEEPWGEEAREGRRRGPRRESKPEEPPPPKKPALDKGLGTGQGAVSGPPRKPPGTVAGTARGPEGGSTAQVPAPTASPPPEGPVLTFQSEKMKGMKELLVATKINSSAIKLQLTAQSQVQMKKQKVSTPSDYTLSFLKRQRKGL
TSHR antagonist: blocks TSH signaling through the human TSH receptor; P16473; TSHR-expressing cells, TSH-stimulated cAMP HTRF, 2 h; hits give low values; activity change, negative = inhibition, % at 11.5 µM; 330,000 compounds, 0.2% hits; AID 504810;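 active means activity change below a set negative limit, meaning inhibition stronger than a set level, cut at about -70% in these data; inconclusive means activity change between two set negative limits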; further: on the % scale 0 is the no-effect control and ±100 the full control effect
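Read-out is FRET at 665 nm (cryptate excitation 337 nm) from a cryptate-tagged anti-cAMP antibody, competed by cell cAMP against cAMP-d2. Compounds are tested on freshly harvested TSHR cells challenged with 4nM TSH (EC80) for 2 hours at 37 deg C.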
ASM inhibitor: human S-ASM enzyme inhibition | P17405 | placental ASM, HMU-PC fluorogenic substrate, 60 min | Potency, µM (top dose mostly 57.5 µM), without a hit: top-dose activity change, negative = inhibition, hits mostly inhibitors | 340,000 compounds, 0.006% hits | AID 504937; further: potency means the concentration at half of the fitted maximal effect
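Fluorescence read-out (Ex 386 nm, Em 447 nm) after stopping the reaction at pH 10. Enzyme: ASM from human placenta; substrate HMU-PC0, 9 uM final; 60 min, 37 °C. Compound preincubation 10 min, ambient temperature.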
Eya2 inh: inhibitors of human Eya2 phosphatase activity; O00167; recombinant Eya2, OMFP fluorescence dephosphorylation (OMFP is methylfluorescein phosphate); Potency, µM (top dose mostly 76.9 µM), inactives show at the highest dose activity, negative = inhibition, actives largely listed as inhibitors; 330,000 compounds, 0.006% hits; further: potency means the concentration at half of the fitted maximal effect; on the % scale 0 is the no-effect control and ±100 the full control effect
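Eya2 protein (added as 0.2 uM solution) was preincubated with compound for 10 min at ambient temperature in 50 mM HEPES pH 7.5, 50 mM NaCl, 5 uM MgCl2, 0.05% BSA, 1 mM DTT. OMFP (added at 50 uM) then reacted 10 min; fluorescence read at 485/525 nm.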
Active calls of the source: *; ? = inconclusive; nt = no result given; & = joins results of further samples; [ ] = another dose, or the depositor's remark. Unless noted, the call rests on the fitted dose curve; in most records, active means well fitted curve in the direction sought with a large enough effect; inconclusive means small, poorly fitted or top-dose-only effect, or another doubt; inactive means no such curve, though single readings can be large; an effect the other way counts as inactive or inconclusive.

SMILES	Mito fusion yeast	BCR signal inh	MBNL1-CUG inh	PKM2 act	KCNH2 WT inh	USP2a block	GALK inh	Menin-MLL TR inh	TSHR antagonist	ASM inhibitor	Eya2 inh
COc1ccc(CC(=O)O/N=C(\N)Cc2cccc3ccccc23)cc1OC	19%	?	nt	0%	19	2%	3%	-8%	0	-2%	-11%
Cc1ccc(N(Cc2cc3ccccc3[nH]c2=O)S(=O)(=O)c2ccccc2)cc1	-1%	-12%	-7%	9%	9	6%	0%	2%	2	-9%	-2%
O=C(NC(N1CCOCC1)C(Cl)(Cl)Cl)c1ccc(Br)cc1 (stereo not drawn)	-1%	13%	-19%	1%	-14	3%	0%	2%	17	1%	-19%
CC(=O)c1cccc(Nc2cc(C)nc3c(C)cc(C)cc23)c1	1%	0%	14%	-4%	2	3%	1%	-2%	0	-2%	1%
COc1ccc(NC(=O)CC2Nc3cccc4cccc(c34)NC2=O)cc1 (stereo not drawn)	-8%	-8%	?	3%	-2	-1%	-1%	?	-6	-11%	-16%
COc1ccc(Cl)cc1NC(=O)Cn1nnc(C(=O)NCc2ccc3c(c2)OCO3)c1N	-7%	?	-13%	-8%[0.46 µM]	-7	1%	4%	27%	5	5%	2%
COc1ccc(NC(=O)CCC(=O)c2cccs2)c(OC)c1	10%	-3%	4%	nt	1	-1%	0%	nt	-5	-22%	18%
CCOc1ccc(S(=O)(=O)N2CCC(C(=O)OCc3cccc(OC)c3OC)CC2)cc1	2%	-12%	nt	nt	2	-13%	nt	nt	-15	0%	0%
COc1ccc(NC(=O)[C@@]2(CC(=O)O)CC(/C=C/c3ccccc3)=NO2)cc1	-3%	1%	14%	nt	8	2%	0%	29%	7	0%	-29%
COc1ccc(-c2cccc(NS(=O)(=O)c3ccc([N+](=O)[O-])cc3)c2)nn1	17%	4%	nt	nt	2	0%	nt	nt	2	-5%	6%
COCCNC(=O)c1ccc(Cn2c(=S)[nH]c3cc4c(cc3c2=O)OCO4)cc1	2%	-2%	2%	1%	6	-2%	3%	-29%	3	6%	8%
C=CCn1c(C)cc(C(=O)CSc2nnc(Cc3ccccc3)o2)c1C	-20%	-1%	-3%	0%	-4	-9%	4%	-1%	-3	-3%	-13%
COCCCNC(=S)N(CCO)Cc1cc2cc3c(cc2[nH]c1=O)OCO3	0%	-3%	3%	-11%[11.5 µM]	-2	0%	-2%	-7%	2	26%	-25%
COc1ccccc1NC(=O)CCCCCN1C(=O)c2cccc3cccc(c23)C1=O	-1%	?	?	0%	1	1%	-6%	-6%	-17	1%	-2%
CCc1ccc(NC(=O)Cn2ncn3c(cc4ccccc43)c2=O)cc1	-2%	5%	3%	nt	8	2%	1%	nt	7	-2%	-12%
COc1ccc(CNC(=O)c2csc3c2CCCC3)cc1	1%	-1%	nt	nt	-14	-1%	nt	nt	-9	-3%	0%
COc1ccc(-c2cccc(C3CC=CC4C3C(=O)N(Cc3ccccc3)C4c3ccc4ccccc4c3)c2)cc1 (stereo not drawn)	15%	?	-12%	1%	-37	8%	-3%	-8%	-4	11%	-1%
CCN1CCN(c2ccc(S(=O)(=O)N3CCCCC3)cc2NC(=O)c2ccc([N+](=O)[O-])o2)CC1	21%	?	nt	nt	-15	1%	nt	nt	-1	0%	16%
CCC(=O)Nc1nnc(SCC(=O)NCc2ccc3c(c2)OCO3)s1	-2%	-13%	4%	-6%	4	-1%	-3%	nt	2	2%	7%
Cc1ccc(SCC(=O)NCCc2ccccc2)cc1	5%	?	-10%	-1%[11.5 µM]	-2	3%	4%	-11%	-13	1%	-2%
CCN1CCN(c2nc3ccccc3nc2C(C#N)C(=O)OC2CCCCC2)CC1 (stereo not drawn)	-4%&4%	5%&6%	-4%	2%	-11	-1%&0%	0%	-26%	-13&-1	-1%	-11%&0%
Cc1nnsc1C(=O)N1CCCC(Nc2ccc(C(C)C)cc2)C1 (stereo not drawn)	-3%	7%	-3%	nt	-3	-2%	-1%	2%	-3	3%	0%
CC1(c2ccc3c(c2)OCO3)NC(=O)N(CC(=O)Nc2ccc(N3CCOCC3)cc2)C1=O (stereo not drawn)	-4%	-13%	-5%	-1%	0	2%	-4%	12%	-7	3%	4%
CC(C)Cn1c(/C=C/c2ccco2)nc2ccccc21	11%	0%	7%	0%	-1	-1%	nt	3%	-9	56%[activator]	-2%
CC1(C)C2CCC1(CS(=O)(=O)Nc1ccccc1)C(=O)C2 (stereo not drawn)	-3%	-1%	-3%	19%	0	2%	4%	4%	8	3%	11%
CS(=O)(=O)N1CCCC(C(=O)NCc2ccccn2)C1 (stereo not drawn)	0%	3%	5%	-5%	3	0%	-1%	-10%	-3	3%	8%
COCCn1cnnc1SCC(=O)Nc1ccccc1C(=O)Nc1ccc2c(c1)OCO2	0%	3%	1%	-2%	6	0%	0%	8%	-2	3%	4%
CNc1nc(N)c(C(=O)C23CC4CC(CC(C4)C2)C3)s1	2%	-3%	2%	0%	12	2%	-2%	-7%	?	2%	-6%
CCOC(=O)c1cnc(SC)nc1Oc1cccc(NS(=O)(=O)c2ccc(F)cc2)c1	4%	10%	-3%	0%	1	1%	-1%	17%	1	-4%	-15%
Cc1cccc(NC(=O)C(=O)NCC2CCCN2S(=O)(=O)c2ccccc2)c1 (stereo not drawn)	7%	?	nt	nt	5	0%	nt	nt	-4	-2%	1%
COc1cc(/C=C(\C#N)C(=O)NCCc2ccccc2)cc(OC)c1O	4%	4%	?	2%	-4	5%	3%	0%	-15	-17%	-11%
O=c1nc2n(c3ccc(Br)cc13)CCS2	7%	-1%	?	4%	-8	-1%	1%	36%[activator]	-15	2%	7%
CCCCC(=O)OCC(=O)c1cc(C)n(-c2c(C)n(C)n(-c3ccccc3)c2=O)c1C	-2%	2%	2%	-5%	0	7%	-1%	3%	9	5%	4%
COc1ccc(Cc2cc(-c3ccc(F)cc3)n[nH]c2=O)cc1	19%	?	3%	2%	-4	2%	nt	nt	-8	-6%	2%
CC(C)NS(=O)(=O)c1ccc(N2C(=O)c3ccccc3C2=O)cc1	-2%	7%	?	-13%	10	-1%	-4%	-6%	-8	-4%	-5%
CCOc1ccc(NC(C)=O)cc1[N+](=O)[O-]	-1%	-2%	?	4%	-4	5%	-2%	19%	0	0%	3%
CC(OC(=O)Cc1ccccc1F)C(=O)Nc1ccc(Cl)cn1 (stereo not drawn)	-4%	0%	nt	nt	4	3%	nt	nt	2	nt	-6%
COc1cccc2c1N1C(=O)c3c(C(=O)O)cccc3C1CC2(C)C (stereo not drawn)	1%	0%	0%	-3%	-10	1%	5%	5%	-11	2%	-4%
Cc1cccc2nc(-c3cccnc3)c(NCCC(C)C)n12	-12%	1%	9%	4%	11	5%	-1%	-19%	-11	48%[activator]	0%
O=S(=O)(c1ccc2c(c1)CCC2)N1CCNCC1	0%	?	nt	nt	3	2%	nt	nt	3	2%	6%
Cc1ccc2c(C(=O)CNc3nncs3)c(C)[nH]c2c1	-1%	-24%	-10%	-4%	1	2%	3%	nt	3	-3%	-5%
CC1=NN(c2ccccc2)C(=O)C1(C)C	1%	?	-15%	2%	1	-1%	-2%	-20%	-2	-1%	4%
CCOC(=O)C(C)Sc1nnc(Cn2c(=O)sc3ccccc32)n1-c1ccccc1 (stereo not drawn)	-4%	2%	-11%	-18%	5	?	2%	-1%[11.7 µM]	3	0%	-11%
COc1ccccc1N(CC(=O)NCCc1ccccc1)C(=O)CCC(=O)Nc1ccccn1	-4%	?	-4%	1%	1	-2%	6%	-10%	0	3%	2%
CCN(C(=O)CSc1cc(-c2ccccc2)c2ccc(OC)cc2n1)C1CCS(=O)(=O)C1 (stereo not drawn)	?	?	15%	1%	-9	-1%	1%	-18%	5	-22%	0%

Source: PubChem BioAssay

Only part of the results is shown; count on the stated rates, not on these rows.
